Assay outcomes as filed in PubChem BioAssay.
AHR act – AHR activators, primary screen, cell-based, luminescence, luciferase reporter, human | AHR-responsive luciferase reporter cells | Aryl hydrocarbon receptor (Homo sapiens), P35869 | AID 2796, 2010 | activation, % at 5 µM | 320,000 compounds, 2.5% hits; in the data active means activation above about 47%;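 further: 0% = vehicle wells and 100% = reference agonist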
Bcl-xL primary – inhibitors of human Bcl-xL, primary screen, biochemical, fluorescence polarization, HTS; GST-Bcl-xL / FITC-Bim BH3 peptide fluorescence polarization; inhibition, % at 10.9 µM; 320,000 compounds, 0.7% hits; AID 2129, 2009;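 active means inhibition above the mean of all tested compounds plus 3 SD, cutoff set per campaign, cut at about 30% in these data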;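 further: 0% = DMSO wells and 100% = unlabeled Bim-BH3 peptide competitor; inhibitors lower millipolarization by displacing the labeled peptide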
MCL1-BIM inh – inhibitors of MCL1 binding to BIM-BH3, primary screen, biochemical, fluorescence polarization; inhibition, % at 10.9 µM; GST-MCL1 / FITC-Bim-BH3 fluorescence polarization; 320,000 compounds, 0.68% hits; AID 2057, 2009; Induced myeloid leukemia cell differentiation protein Mcl-1 (Homo sapiens), Q07820;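 active means inhibition above the mean inhibition of all tested compounds plus 3 SD, set per campaign, cut at about 40% in these data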;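 further: 0% = DMSO wells and 100% = unlabeled Bim-BH3 peptide control; higher means more loss of mP so more displacement of Bim peptide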
Target sequence (Q07820 whole entry, looked up): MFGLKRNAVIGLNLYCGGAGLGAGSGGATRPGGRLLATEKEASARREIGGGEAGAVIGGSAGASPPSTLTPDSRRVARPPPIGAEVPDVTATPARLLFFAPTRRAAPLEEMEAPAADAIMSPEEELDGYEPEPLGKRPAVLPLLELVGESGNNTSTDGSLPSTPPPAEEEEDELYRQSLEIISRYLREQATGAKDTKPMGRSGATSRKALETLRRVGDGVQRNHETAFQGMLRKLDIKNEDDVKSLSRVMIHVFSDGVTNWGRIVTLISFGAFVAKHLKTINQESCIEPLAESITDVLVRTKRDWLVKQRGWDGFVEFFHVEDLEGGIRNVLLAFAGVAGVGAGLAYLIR
MEX-5 binding – MEX-5 zinc finger RNA-binding disruptors – biochemical, C. elegans, fluorescence polarization, MLPCN library, primary screen. MEX-5/FITC-TCR2 RNA binding; stronger effect = lower value. activity score (negative = inhibition of binding), % at 10 µM. 300,000 compounds, 0.38% hits. AID 1832, 2009;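 active means inhibition past about -25% in most replicates, and total fluorescence under double the plate's negative control median, limit read from the data; inconclusive means replicates evenly split on the limit, or fluorescence at least double controls; inactive means too little inhibition in most replicates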;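 further: 0% = DMSO and -100% = 5 µM competing unlabeled TCR2 RNA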
pPAFAH inh – pPAFAH enzyme inhibitors, primary screen, biochemical, fluorescence polarization, human | 330,000 compounds, 1.5% hits | recombinant pPAFAH, FP-rhodamine probe fluorescence polarization | Platelet-activating factor acetylhydrolase (Homo sapiens), Q13093 | inhibition, % at 3.39 µM;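 active means inhibition above the mean inhibition across the screen plus 3 SD, cut at about 25% in these data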;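 further: inhibitors block binding of the rhodamine activity-based probe so polarization drops; 0% = enzyme with DMSO and 100% = wells lacking pPAFAH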
PME-1 primary – PME-1 inhibitors via competitive probe labeling, primary screen, biochemical, fluorescence polarization, FP-Rh probe, HTS; recombinant PME-1; inhibition, % at 5.9 µM; 320,000 compounds, 0.53% hits;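 active means inhibition above the campaign mean of all compounds plus 3 SD, cut at about 26% in these data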;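 further: competitive labeling of PME-1 active site by serine hydrolase directed probe; 0% = PME-1 with DMSO and 100% = wells lacking PME-1 enzyme; inhibitors block probe labeling so polarization falls and inhibition rises; many of its hits are not listed in these tables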
Target sequence (Q9Y570 whole entry, looked up): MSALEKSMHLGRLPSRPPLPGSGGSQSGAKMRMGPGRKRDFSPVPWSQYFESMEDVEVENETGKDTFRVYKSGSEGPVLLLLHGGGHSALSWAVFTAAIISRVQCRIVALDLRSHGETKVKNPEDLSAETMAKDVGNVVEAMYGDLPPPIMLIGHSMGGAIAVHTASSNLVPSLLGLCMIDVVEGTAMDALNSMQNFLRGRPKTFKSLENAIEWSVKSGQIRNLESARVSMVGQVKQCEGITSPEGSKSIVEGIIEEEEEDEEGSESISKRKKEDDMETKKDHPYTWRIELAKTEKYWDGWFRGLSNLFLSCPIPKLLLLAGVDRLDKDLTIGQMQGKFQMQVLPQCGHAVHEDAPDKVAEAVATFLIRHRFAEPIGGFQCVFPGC
Fam108B inh – mouse Fam108B serine hydrolase inhibitors, primary screen, counter-screen for RBBP9 inhibitor project, biochemical, fluorescence polarization. inhibition, % at 9.51 µM. 300,000 compounds, 0.33% hits. recombinant Fam108B, FP-Rh probe fluorescence polarization;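 active means inhibition above the screen mean inhibition plus 3 SD, computed separately per campaign, cut at about 18% in these data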;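 further: inhibitors lower polarization as less probe binds the enzyme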
PAFAH1B2 FP inh – PAFAH1B2 enzyme inhibitors, primary screen, biochemical, fluorescence polarization, human. inhibition, % at 3.39 µM. AID 492953, 2010. recombinant PAFAH1B2, FP-rhodamine activity probe. 340,000 compounds, 1.2% hits;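 active means inhibition above the mean of all tested compounds plus 3 SD, cut at about 24% in these data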;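 further: 0% = enzyme with DMSO and 100% = wells lacking PAFAH1B2; many of its hits are not listed in these tables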
Target sequence (P68402 whole entry, looked up): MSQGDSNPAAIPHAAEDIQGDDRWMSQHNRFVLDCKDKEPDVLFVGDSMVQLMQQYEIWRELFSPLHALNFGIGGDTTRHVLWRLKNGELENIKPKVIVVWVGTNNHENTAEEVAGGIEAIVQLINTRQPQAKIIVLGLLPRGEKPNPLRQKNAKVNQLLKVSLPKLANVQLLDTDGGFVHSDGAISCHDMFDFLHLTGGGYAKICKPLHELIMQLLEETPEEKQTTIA
GLD-1 TGE inh – GLD-1/TGE RNA complex disruptors, primary screen, biochemical, fluorescence polarization. Female germline-specific tumor suppressor gld-1 (Caenorhabditis elegans), Q17339. purified GLD-1 + fluorescein TGE RNA. inhibition, % at 5.96 µM. 320,000 compounds, 0.44% hits;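 active means percent inhibition above a per-plate cutoff, the plate mean of test compounds plus 3 SD, cut at about 30% in these data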;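 further: 0% = DMSO wells with GLD-1 and probe and 100% = wells lacking GLD-1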
The depositor's hits bear a star; ? = inconclusive; . = no result given; & = joins results of further samples. An excerpt; the hit share may differ from the screen's.

entry	SMILES	AHR act	Bcl-xL primary	MCL1-BIM inh	MEX-5 binding	pPAFAH inh	PME-1 primary	Fam108B inh	PAFAH1B2 FP inh	GLD-1 TGE inh
1	CSc1cccc(CN2CCC(Oc3ccc(C(=O)N4CCCCC4)cc3)CC2)c1	2	1	3	-1.8	9	4	-1	1	3
2	Cc1ccc(-n2nc3c(N4CCC(C(=O)NCc5ccc(C)o5)CC4)nnc(C)c3c2C)cc1	-4	3	-4	-4.0	8	5	-5	2	-10
3	CCOCCCNC(=O)C(NC(=O)c1ccc(NC(C)=O)cc1)c1ccccc1 (stereo not given)	1	2	3	-0.7	-5	-6	-1	0	4
4	Clc1cccc(COn2c(-c3ccc(Cl)cc3Cl)nc3ncccc32)c1	1	-2	-10	-0.9	7	5	3	12	-1
5	COc1ccc(-c2nnc(SCC(=O)N3CCCCC3)o2)cc1	11	-1	0	-0.7	-3	-5	6	4	2
6	COc1cc(C=O)ccc1OCC(=O)NC(C)(C)C	-2	1	6	0.2	13	-3	2	1	5
7	O=C(COc1ccc2ccccc2c1Br)Nc1cccnc1	6	2	-1	-1.0	2	-10	-3	-7	7
8	Cc1cc(=O)[nH]c(SCC(=O)Nc2ccc(F)cc2)c1C#N	3	3	-6	0.5	2	11	-3	.	1
9	CCN(CC)C(=S)SCC(=O)NC12CC3CC(CC(C3)C1)C2	1	1	5	0.5	6	-1	-1	12	-3
10	O=C(CCc1nnc(-c2ccc3c(c2)OCO3)o1)N(Cc1ccncc1)CC1CCCO1 (stereo not given)	-6	2	8	-0.9	-1	-4	-1	2	5
11	Cc1ccc(NC(=O)c2c(C)nn(-c3ccccc3)c2Cl)c(C)c1	13	2	4	3.6	4	2	4	5	-12
12	CC(=O)c1ccc(NC(=O)C2CCCN2S(=O)(=O)c2cccs2)cc1 (stereo not given)	-2	1	-3	1.1	4	-14	0	3	0
13	O=C(Nc1ccncc1)C1CCC(CNS(=O)(=O)c2cccc3nsnc23)CC1 (stereo not given)	11	-1	-1	-1.3	-1	0	1	3	9
14	COCCCNC(=O)Cn1cc(/C=C(\C#N)C(=O)NC2CCCC2)c2ccccc21	2	0	-3	-0.8	3	3	-2	3	1
15	c1ccc(-c2nc3ccccc3s2)nc1	30&20	3&3	6&-8	-2.0&-2.2	2&3	-2&3	0&1	4&1	1&4
16	CC1(C(=O)N2CCC(CC3CC(c4ccc(Cl)cc4)=NO3)(C(=O)NCC3CCCCC3)CC2)CC1 (stereo not given)	0	7	4	0.3	17	0	-5	5	2
17	CN(C)S(=O)(=O)c1ccc(NC(=O)CN2C(=O)NC3(CCCC3)C2=O)cc1	6	2	-7	4.9	5	1	-4	2	6
18	CCSc1nc2ccccc2n1C(=O)/C=C\c1ccc(OC)c(OC)c1	0	6	1	-3.6	2	6	2	2	-5
19	Cn1cccc1Cc1nnc(SCC(=O)N2CCc3ccccc32)n1-c1ccc(F)cc1	0	-2	-5	2.0	9	-2	-2	0	0
20	CCOC(=O)C1=C(COC(=O)COc2ccc(Br)cc2)NC(=O)NC1C (stereo not given)	0	2	2	-0.3	7	-2	0	1	7
21	Cc1cc(C)cc(C(=O)N2CCN(Cc3ccc4c(c3)OCO4)CC2)c1	0	0	-2	1.8	3	-4	2	-1	1
22	CCCCn1c(=O)[nH]c(=O)c2c1nc(-c1ccc(-c3ccc(F)cc3)o1)n2C	14	1	2	-0.6	5	7	1	.	4
23	CC(OC(=O)c1ccco1)C(=O)Nc1nc(-c2ccccc2)cs1 (stereo not given)	2	.	.	.	11	.	.	2	-2
24	Nc1c(C(=O)c2ccc(Cl)cc2)sc2nsc(SCCN3CCOCC3)c12	3	-39	-55	?	-1	3	3	3	-35
25	C=CCNC(=O)c1c[nH]c2ccc(S(=O)(=O)N(C)c3ccc(OCC)cc3)cc2c1=O	17	3	1	-2.1	-1	0	-3	5	-2
26	CCOC(=O)C1=C(c2ccccc2)Nc2ncnn2C1c1ccc(O)cc1 (stereo not given)	3	5	-3	2.2	6	-3	0	5	9
27	CC1(C)Cc2c(sc3ncn4c(=S)[nH]nc4c23)CO1	0	14	2	0.2	4	-1	1	3	2
28	COc1cccc(CNC(=O)CC2Sc3ccccc3NC2=O)c1 (stereo not given)	11	0	0	-2.1	6	6	3	1	9
29	COc1ccc(S(=O)(=O)Nc2ccccc2OC)cc1NC(=O)c1cc2ccccc2oc1=O	12	-1	-3	0.1	-3	5	-8	-2	4
30	O=C(O)/C(=C\c1ccco1)NC(=O)c1cccc2ccccc12	2	5	3	-4.6	10	1	2	-2	7

Following part:
entry	SMILES	AHR act	Bcl-xL primary	MCL1-BIM inh	MEX-5 binding	pPAFAH inh	PME-1 primary	Fam108B inh	PAFAH1B2 FP inh	GLD-1 TGE inh
31	COc1cc(CSc2nnnn2-c2ccc(C)cc2)cc(OC)c1OC	-7	2	-1	1.1	3	-5	3	5	1
32	COc1ccc(OC)c(C(=O)CC2OC(=O)c3ccccc32)c1 (stereo not given)	4	12	7	2.0	6	-4	-7	2	7
33	Cc1ccc(C(=O)Oc2ccccc2N2C(=O)C3CCCCC3C2=O)cc1 (stereo not given)	0	3	4	-1.1	5	7	-1	4	0
34	CC(=O)c1cccc(N(CC(=O)NC2CCCCC2)C(=O)CCC(=O)Nc2nc(C)cs2)c1	0	0	-5	-1.7	3	-1	1	1	3
35	CCc1nnc(NC(=O)CSc2nnnn2-c2cccc(C(C)=O)c2)s1	4	6	-5	0.8	2	-9	2	4	3
36	CCn1c(=S)sc2c(=O)n(CC(=O)Nc3cc(OC)ccc3OC)c(C)nc21	5	4	6	0.1	4	-4	1	2	-3
37	CC1=C(C(=O)NCCCOC(C)C)C2(CCC(C)CC2)OC1=O (stereo not given)	1	-3	-8	3.9	-2	0	0	6	0
38	Cn1c(CSCc2ccc(Cl)cc2)n[nH]c1=S	-3	-15	-16	1.7	1	0	-2	23	6
39	COc1cc(/C(C)=N/Nc2ccc(C(=O)O)cc2)cc(OC)c1OC	-4	9	4	-1.1	3	-1	0	-4	2
40	Cc1cc(C)c2nc(N3CCC(C(=O)N4CCCC4)CC3)sc2c1	3	-5	-3	0.6	6	3	-1	2	8
41	OC[C@H]1O[C@@H](Oc2cc(O)cc(/C=C/c3ccc(O)cc3)c2)[C@H](O)[C@@H](O)[C@@H]1O	-1	5	12	-4.6	8	0	-2	.	5
42	COc1cccc(OC)c1OCCCNC1CCCC1	3	5	-3	1.6	-7	-3	-1	-4	2
43	COc1ccc(CSCC(=O)NCCC(C)C)cc1	-2	8	7	2.9	1	7	-2	8	4
44	CCCC(=O)Nc1nnc(-c2ccc3c(c2)OCCO3)o1	14	-3	1	-1.0	2	7	2	2	0
45	CS(=O)(=O)N1CCN(c2ccc([N+](=O)[O-])c(SCc3ccco3)c2)CC1	11	5	1	2.3	5	-1	1	.	6
46	COc1ccc(-c2nc(NC(=O)c3ccc(OCC(=O)N4CCOCC4)c(OC)c3)sc2C)cc1	1	2	4	1.7	3	-2	-1	-4	-1
47	CCCCCn1c(C(Cc2ccccc2)NC(=O)COC)nc2ccccc21 (stereo not given)	2	2	5	-3.8	4	0	3	15	7
48	Clc1cccc(OCCn2cncn2)c1Cl	1	8	6	.	1	3	0	3	2
49	CCN(CC)CCCn1c(=S)[nH]c2ccccc2c1=O	7	4	10	-1.1	3	-2	6	4	3
50	CCN(CC)c1ccc2cc(/C(N)=N/NC(=O)c3cccs3)c(=O)oc2c1	7	-43	-65	-2.0	3	4	4	.	-100
51	CCC(=O)N1CCc2cc(S(=O)(=O)NC(Cc3ccccc3)C(=O)NC3CCCC3)ccc21 (stereo not given)	-2	4	-3	3.2	-4	11	-2	4	3
52	Cc1cc(C(F)(F)F)nn1CC(=O)NNC(=S)Nc1ccc(Cl)cc1	4	6	5	1.9	1	-1	3	5	6
53	CCOc1ccccc1N1CC(C(=O)Nc2ccccc2N2CCCC2)CC1=O (stereo not given)	10	3	0	-1.1	2	1	6	2	4
54	O=C(O)c1ccc(S(=O)(=O)c2ccc(Sc3ccc(C(=O)O)c(C(=O)O)c3)cc2)cc1	7	9	8	-1.2	-3	1	-2	12	-7
55	CSCCC(NC(N)=O)C(=O)Nc1cccc(S(=O)(=O)N2CCOCC2)c1 (stereo not given)	-1	4	2	0.0	5	9	3	0	13
56	CCCCCCCCCCOC(=O)Cn1c(COc2ccccc2OC)[n+](C)c2ccccc21	4	7	9	1.2	10	2	1	2	-10
57	CCOc1cccc(OCCOCCn2cnc3ccccc3c2=O)c1	5	2	6	2.5	3	-1	1	0	3
58	COc1ccc(-c2nnc(NC(=O)c3ccc4c(c3)OCCO4)o2)cc1	5	4	3	1.3	0	-2	2	2	6
59	CCCCn1c(N)c(N(CCOC)C(=O)c2ccc(C)c(S(=O)(=O)N3CCOCC3)c2)c(=O)[nH]c1=O	1	1	3	-0.5	1	-7	-2	4	9
60	CCC(C)NC(=O)c1ccccc1NC(=O)CN1C(=O)c2ccccc2S1(=O)=O (stereo not given)	-3	1	-1	-1.5	-6	-1	-1	4	2

Continuation.
entry	SMILES	AHR act	Bcl-xL primary	MCL1-BIM inh	MEX-5 binding	pPAFAH inh	PME-1 primary	Fam108B inh	PAFAH1B2 FP inh	GLD-1 TGE inh
61	Cc1occc1-c1nnc(SCC(=O)N2CCOCC2)n1CC(C)C	-1	3	1	-4.6	3	2	-1	5	-1
62	O=C(COc1ccccc1Cl)N1CCN(c2ccc(F)cc2)CC1	-2	3	1	0.1	2	7	2	1	-2
63	CC(=O)COC(=O)C1CC(=O)N(c2ccc(C)c(C)c2)C1 (stereo not given)	0	2	2	2.7	1	0	-1	2	3
64	Cn1cnnc1Sc1cc(N2CCN(S(=O)(=O)c3ccc4ccccc4c3)CC2)ccc1[N+](=O)[O-]	3	-2	-8	0.6	5	-2	-3	0	-1
65	CCOc1ccccc1NC(=O)c1nnn(CC(=O)Nc2ccc3c(c2)OCO3)c1N	27	2	0	0.2	5	-6	-5	0	3
66	CC(=O)NC(=S)Nc1ccccc1C(=O)Nc1ccccc1	1	7	7	9.0	-1	-1	-8	4	2
67	CC1(c2cccc(Br)c2)NC(=O)N(CC(=O)Nc2ccc(S(N)(=O)=O)cc2)C1=O (stereo not given)	1	-2	-16	-0.6	1	-11	-4	7	-5
68	Cn1c(=O)[nH]c(=O)c2[nH]c(CN3CCN(Cc4ccccc4)CC3)nc21	-1	0	0	2.4	4	3	-4	2	-2
69	Cc1cc(=O)n2c3ccccc3n(CC(O)CN3CCN(CCO)CC3)c2c1C#N (stereo not given)	0	2	1	-0.5	4	-9	-1	3	-1
70	O=C(c1cccnc1)N1CCN(c2ccc3ccccc3n2)CC1	0	4	11	0.1	4	3	1	2	12
71	Cc1ccc(NC(=O)C(C)OC(=O)c2ccc(NS(=O)(=O)c3ccc(F)c(F)c3)cc2)cc1 (stereo not given)	4	-3	-5	-1.2	5	-10	-5	1	3
72	Cc1ccc(OCc2nnc(SC(C)C(=O)O)n2-c2ccccc2)cc1 (stereo not given)	3	1	-5	0.1	0	-1	-3	2	-6
